Rac1 GTP hydrolysis – MgcRacGAP GTPase-activating activity inhibitors, confirmation, biochemical, ADP Hunter fluorescence | inhibition, % at 30 µM; hits with a dose series show IC50 in µM | MgcRacGAP-stimulated Rac1 GTP hydrolysis, ADP Hunter fluorescence; higher % means a stronger effect; GST-tagged Rac1 F28L mutant substrate | hit rate 0.6% among 340,000;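 active = first-screen hits whose inhibition reached a set limit at any dose in the follow-up dose series; inconclusive = inhibition above the set first-screen limit but never retested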;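 note: fluorescence reports GDP produced by GAP-driven GTP hydrolysis; strong numbers were not always called active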
Siah-1 displacement – Siah-1 peptide-binding antagonists, primary screen, biochemical, fluorescence polarization, rhodamine-plectin, uHTS (AID 1817). one-dose displacement, % at 20 µM; IC50 in µM for titrated hits. Siah-1 / rhodamine-plectin peptide fluorescence polarization; higher % means a stronger effect. hit rate 0.02% among 290,000;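 active = displacement of at least 50% at 20 µM, with a fluorescence ratio check between 0.3 and a set limit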;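 note: plate controls were Siah plus tracer with DMSO for no effect and tracer alone without Siah for full effect; strong numbers were not always called active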
K1F lysis inhibition – inhibition of K1F phage lysis, E. coli UTI89, bacterial capsule biogenesis inhibitors, alamar blue (AID 488966); E. coli UTI89 K1F phage lysis, alamar blue, 2 h; higher % means a stronger effect; one-dose inhibition, % at 100 µM; IC50 in µM for titrated hits; hit rate 0.02% among 340,000;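 active = phage lysis inhibition, versus mean bacterial control, above a set limit; inconclusive = no clear call, values can overlap the other calls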;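 note: capsule biogenesis inhibitors block K1F phage lysis so surviving cells raise fluorescence; higher fluorescence means more inhibition of phage lysis; actives were called in the ten point dose series up to 300 µM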
AID2073 – disruptors of CaV2.2 binding to Mint1 – biochemical, HTRF (AID 2073) | HTRF protein-protein interaction, Mint1-CaV2.2; higher % means a stronger effect | one-dose inhibition, % at 20 µM; IC50 in µM for titrated hits | hit rate 0.19% among 290,000; in the data active = inhibition mostly above about 51%, no sharp cut-off; inconclusive = no clear call, values can overlap the other calls; inactive = mostly below about 53%; note: some results filed as inactive read as strong as hits
Large T inhibition – TAg ATPase/helicase activity blockers – biochemical (AID 1903). SV40 large T antigen ATPase/helicase inhibition assay; higher % means a stronger effect. one-dose inhibition, % at 20 µM; IC50 in µM for titrated hits. hit rate 0.39% among 310,000; in the data active = a potency from the dose series; inconclusive = inhibition mostly from about 32% at the one dose, without a potency; inactive = the rest, 99 in 100 with inhibition below about 32%; note: strong numbers were not always called active
West Nile virus CPE – West Nile virus antiviral activity, cell-based, CPE readout (AID 1621); hit rate 0.02% among 290,000; one-dose CPE inhibition, % at 10 µM; IC50 in µM for titrated hits; West Nile virus-infected cells, CPE inhibition; higher % means a stronger effect; in the data active = a potency from the dose series; inconclusive = CPE inhibition mostly from about 3.7% at the one dose, without a potency; inactive = the rest, 99 in 100 with CPE inhibition below about 2.2%; note: strong numbers were not always called active
NTR1 agonist – NTR1-driven beta-arrestin-GFP spot formation – imaging, U2OS cells, high content, primary screen (AID 493036); agonist mode; activation, % at 20 µM; P30989; hit rate 0.17% among 330,000;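 active = activation at or above 40% of the spot to cytoplasm intensity ratio, with at least 20 cells analyzed; inconclusive = wells under 20 cells, flagged as cytotoxic or low count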;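 note: 0% = DMSO without peptide and 100% = 100 nM NTR1 peptide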
Target sequence (P30989 whole entry, looked up): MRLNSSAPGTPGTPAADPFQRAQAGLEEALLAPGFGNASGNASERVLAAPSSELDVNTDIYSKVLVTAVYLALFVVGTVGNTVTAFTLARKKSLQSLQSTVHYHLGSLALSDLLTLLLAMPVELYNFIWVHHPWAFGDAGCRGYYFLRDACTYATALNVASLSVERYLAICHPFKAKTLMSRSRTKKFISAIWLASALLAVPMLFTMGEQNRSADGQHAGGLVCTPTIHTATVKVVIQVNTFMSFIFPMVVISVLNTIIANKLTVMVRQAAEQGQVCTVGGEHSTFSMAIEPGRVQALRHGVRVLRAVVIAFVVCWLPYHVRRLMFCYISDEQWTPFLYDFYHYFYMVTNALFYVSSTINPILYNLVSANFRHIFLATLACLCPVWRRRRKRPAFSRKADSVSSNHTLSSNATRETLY
Dengue-2 NS5 capping – flavivirus cap methylation enzyme inhibition – biochemical, confirmation dose response, primary screen (AID 588689); Dengue-2 NS5 methyltransferase capping enzyme assay, biochemical; higher % means a stronger effect; inhibition, % at 25 µM, or IC50 in µM where a hit was titrated; hit rate 0.3% among 340,000; in the data active = a potency from the dose series; inconclusive = inhibition above about 29% without an active follow-up result
RSV CPE inhibition – RSV antiviral activity via CPE protection, HEp-2 cells, primary 10 µM value included (AID 2391). HEp-2 cells, RSV-induced CPE inhibition; higher % means a stronger effect. CPE inhibition, % at 10 µM, or IC50 in µM where a hit was titrated. hit rate 0.13% among 310,000; in the data active = a potency from the dose series; inconclusive = CPE inhibition mostly from about 23% at the one dose, without a potency; inactive = the rest, 99 in 100 with CPE inhibition below about 21%; note: strong numbers were not always called active
NTR1 agonist cell count 20 µM – also measured in NTR1 agonist; calls as there; cell count; measured here: cell count, cytotoxicity flag
Dengue-2 NS5 capping pilot replicate – also measured in Dengue-2 NS5 capping; calls as there; inhibition, %; measured here: pilot screen replicate inhibition
Starred values were filed as active, the others as inactive; u = inconclusive; x = no result given; & = joins results of further samples; [ ] = another dose, or the depositor's remark.

SMILES	Rac1 GTP hydrolysis	Siah-1 displacement	K1F lysis inhibition	AID2073	Large T inhibition	West Nile virus CPE	NTR1 agonist	NTR1 agonist cell count 20 µM	Dengue-2 NS5 capping	RSV CPE inhibition	others
CC(C)n1c(N2CCN(C(=O)c3cccs3)CC2)nc2ccccc21	6%	8%	0.3%	-1%	10%	-0.8%	0.8	74	2%	1.6%
O=C(COC(=O)c1cc(S(=O)(=O)N2CCCC2)ccc1O)NCc1ccccc1	7%	x	0.2%[50 µM]	x	x	x	3.4	61	-7%	x
CCN(CC)CCCNC(=O)CSc1c2c(nc3cc(Cl)ccc13)CCCC2	17%	5%	0.1%	18%	8%	u	-1.2	76	-6%	1.9%
COc1ccc(C(=O)NC(C)c2csc(C)n2)cc1OC1CCN(C(C)=O)CC1 (stereo not drawn)	10%	6%	1.1%	11%	13%	0.0%	2.2	62	-6%	2.2%
CC(C)N1C(=O)C(Cc2nc3ccccc3c(=O)n2-c2ccccc2)c2ccccc21 (stereo not drawn)	1%	-3%	5.4%	9%	4%	0.0%	0.6	50	1%	2.7%
Cc1cc(NC(=O)CCCN2C(=O)c3cccc4cccc(c34)C2=O)no1	3%	-1%	-0.5%	9%	23%	0.5%	-0.1	57	5%	1.7%
COC(=O)CC1C(=O)NCCN1C(=S)Nc1cccc(C(F)(F)F)c1 (stereo not drawn)	9%	-2%	0.0%	8%	1%	1.1%	0.1	36	1%	1.1%
O=C1c2ccccc2S(=O)(=O)N1CCOc1ccccc1	1%	4%	0.1%	-2%	-1%	0.0%	-3.1	113	-1%	0.8%
CC1CCN(S(=O)(=O)c2cccc(C(=O)NCc3cccs3)c2)CC1	12%	2%	0.1%	-5%	14%	-0.4%	-0.9	37	-9%	0.9%
CC(=O)Nc1ccc(NC(=O)C2CCCN(C(=O)c3ccc(Cl)cc3)C2)cc1 (stereo not drawn)	0%	1%	0.0%	-5%	6%	0.5%	0.5	59	-6%	17%
NS(=O)(=O)c1ccc(CCNC(=O)c2ccc3c(c2)OCCO3)cc1	6%	6%	-1.0%	8%	7%	0.1%	-1.3	39	-1%	1.6%
CCn1c(-c2ccc(F)cc2)cnc1SCC(=O)N1CCCCC1C (stereo not drawn)	x	-5%	x	3%	-2%	-0.5%	x	x	x	x
COC(=O)c1sccc1NC(=S)Nc1ccc(OC)cc1	9%	8%	0.6%	1%	23%	-0.2%	0.6	56	-4%	-1.5%
Cc1ccc(C(=O)N2CCN(c3ccc(C(F)(F)F)cn3)CC2)cc1	5%	0%	2.0%	-8%	-2%	0.0%	1.8	80	-7%	7.7%
Cc1cccc(NC(=S)NN(Cc2ccccc2)c2ccccc2)c1C	6%	-1%	0.7%	-8%	4%	-0.2%	-0.8	53	2%	2.5%
CCCc1cc(C(=O)NNC(=S)NCC2CCCO2)cs1 (stereo not drawn)	3%	2%	1.6%[50 µM]	-33%	5%	-0.5%	2.8	72	3%	1.1%
COC(=O)c1sc(-c2ccccc2)cc1NC(=O)c1ccccc1	6%	-1%	4.2%	1%	9%	-0.3%	3.9	59	-1%	4.4%
Cc1nc2c([nH]c3ccccc32)c(=O)n1N	x	1%	x	-7%	4%	1.1%	-0.8	42	x	-1.8%
COCc1cc(C)nc(SCC(=O)NCC2CCCO2)c1C#N (stereo not drawn)	7%	-3%	1.8%	8%	8%	1.0%	-1.7	41	-2%	1.8%
CCOC(=O)c1cnc2cc(F)c(F)cc2c1N1CCOCC1	x	-4%	0.1%	-5%	0%	0.3%	1.7	88	-4%	1.5%

For reference, part of the list above.
SMILES	Rac1 GTP hydrolysis	Siah-1 displacement	K1F lysis inhibition	AID2073	Large T inhibition	West Nile virus CPE	NTR1 agonist	NTR1 agonist cell count 20 µM	Dengue-2 NS5 capping	RSV CPE inhibition	others
CC(C)n1c(N2CCN(C(=O)c3cccs3)CC2)nc2ccccc21	6%	8%	0.3%	-1%	10%	-0.8%	0.8	74	2%	1.6%
O=C(COC(=O)c1cc(S(=O)(=O)N2CCCC2)ccc1O)NCc1ccccc1	7%	x	0.2%[50 µM]	x	x	x	3.4	61	-7%	x
CCN(CC)CCCNC(=O)CSc1c2c(nc3cc(Cl)ccc13)CCCC2	17%	5%	0.1%	18%	8%	u	-1.2	76	-6%	1.9%
COc1ccc(C(=O)NC(C)c2csc(C)n2)cc1OC1CCN(C(C)=O)CC1 (stereo not drawn)	10%	6%	1.1%	11%	13%	0.0%	2.2	62	-6%	2.2%
CC(C)N1C(=O)C(Cc2nc3ccccc3c(=O)n2-c2ccccc2)c2ccccc21 (stereo not drawn)	1%	-3%	5.4%	9%	4%	0.0%	0.6	50	1%	2.7%
Cc1cc(NC(=O)CCCN2C(=O)c3cccc4cccc(c34)C2=O)no1	3%	-1%	-0.5%	9%	23%	0.5%	-0.1	57	5%	1.7%

Next section:
SMILES	Rac1 GTP hydrolysis	Siah-1 displacement	K1F lysis inhibition	AID2073	Large T inhibition	West Nile virus CPE	NTR1 agonist	NTR1 agonist cell count 20 µM	Dengue-2 NS5 capping	RSV CPE inhibition	others
CCOC(=O)N1CCC(N(C(=O)Nc2cccc(OC)c2)C(C)CC)CC1 (stereo not drawn)	7%	-2%	-0.2%	0%	8%	-0.4%	-0.9	50	3%	3.7%
CCOC(=O)NN1C(=O)c2ccccc2NC1c1cccc(O)c1 (stereo not drawn)	3%	3%	4.7%	6%	8%	1.9%	-1.0	57	-2%	0.6%
Cc1ccc2nc(-c3cccc(S(=O)(=O)N4CC(C)OC(C)C4)c3)cn2c1 (stereo not drawn)	8%	2%	0.0%	17%	26%	-0.5%	1.8	67	-8%	u
CC1CC(C)CN(C(=O)c2cc3c(=O)n4ccccc4nc3s2)C1 (stereo not drawn)	-3%	7%	0.0%	22%	14%	-0.5%	1.0	37	-7%	0.9%
COc1ccc(C(=O)COC(=O)c2ccccc2C(=O)N(C)c2ccccc2)c(OC)c1	-2%	x	-0.5%[50 µM]	x	12%	x	4.1	52	-11%	-0.8%
Cc1ccc(-c2nnc(OCCN3CCOCC3)c3ccccc23)cc1	7%	0%	1.6%	-2%	8%	-0.4%	-1.5	47	-8%	1.8%
COc1ccc(/C=N/NC(=O)c2nnn(-c3nonc3N)c2-c2cccs2)c(OC)c1	7%	7%	0.2%	19%	x	-0.5%	0.3	57	-11%	-2.1%
CC(=O)Nc1ccc(NC(=O)C(C)OC(=O)c2c(NC(C)=O)sc(C)c2C)cc1 (stereo not drawn)	3%	x	0.7%[50 µM]	x	x	x	-0.4	46	2%	-0.8%
Cc1ccc(SCCNC(=S)Nc2cc(C)ccc2C)cc1	6%	0%	4.9%	-8%	15%	-0.6%	3.5	64	-8%	8.8%
CSc1ccc(C(=O)C2CCCN(C(=O)c3csc(C(C)=O)c3)C2)cc1 (stereo not drawn)	6%	-2%	0.8%	6%	2%	-1.2%	0.0	49	-7%	-0.1%
Cc1c(NC(=O)CN(c2ccccc2)S(=O)(=O)c2ccc(F)cc2)c(=O)n(-c2ccccc2)n1C	4%	4%	0.0%	5%	4%	0.5%	-0.5	40	-2%	0.7%
CC1CCCN(S(=O)(=O)c2ccc(NC(=O)C3CC(=O)N(c4ccccc4)C3)cc2)C1 (stereo not drawn)	5%	-4%	0.3%	4%	1%	-1.2%	2.3	68	2%	u
O=C(NC1CC1)C1CCN(C2CCN(C(=O)Cc3ccc(F)cc3)CC2)CC1	4%	-3%	0.5%	25%	9%	0.1%	-0.4	60	-2%	-2.9%
CC(C)CCOc1ccc(C2(C)NC(=O)N(CN3CCOCC3)C2=O)cc1 (stereo not drawn)	-1%	1%	-0.2%	7%	0%	0.7%	-0.1	46	-3%	-0.5%
CCOC(=O)C1=C(C)Nc2nnnn2C1c1ccc(OC)c(Br)c1 (stereo not drawn)	3%	-5%	2.9%	4%	2%&8%	-0.2%	1.6	66	-3%	1.9%
O=C1CC(N2CCC(c3nc4ccccc4s3)CC2)C(=O)N1Cc1ccccc1 (stereo not drawn)	-5%	-4%	-0.5%	10%	0%	0.1%	2.2	76	-5%	20%	Dengue-2 NS5 capping pilot replicate=-4.2
CCCCN(CC)CCCNC(=O)c1cc2c(-c3ccc(OC)c(OC)c3)nn(C)c2s1	17%	10%	-0.1%	15%	8%	0.6%	0.9	77	-1%	-0.9%
O=S(=O)(NCCc1csc(-c2cccnc2)n1)c1ccc(Cl)s1	6%	3%	1.2%	2%	4%	-0.4%	3.7	88	-3%	-0.1%
CCOc1ccc(Nc2nc(N)nc(CN3CCN(c4ccccc4F)CC3)n2)cc1	3%	-2%	0.1%	-7%	11%	-0.7%	16	61	0%	u
C/C(=C\C(=O)c1ccccc1)Nc1ccc(Br)c(Cl)c1	11%	x	0.1%	x	x	x	1.8	51	-1%	0.1%
Cc1cc(S(=O)(=O)NC2CCCCC2)ccc1OCC(=O)NCc1ccccn1	4%	-4%	-0.6%	-5%	9%	-0.2%	0.9	50	-6%	1.0%
CCn1c(C(C)NC(=O)c2ccccc2C)n[nH]c1=S (stereo not drawn)	6%	0%	-0.1%	-18%	9%	0.3%	1.3	93	-9%	0.6%
CCNS(=O)(=O)c1ccc(NC(=O)Nc2cc(C)ccc2OC)cc1	7%	2%	-1.4%[50 µM]	1%	5%	0.2%	2.8	53	-7%	5.2%
COc1ccc(S(=O)(=O)N2CCSC2c2ccc(N)cc2)cc1 (stereo not drawn)	8%	-3%	0.4%	5%	9%	0.2%	-0.2	49	-4%	-1.6%

Ordered by SMILES length (lowest first): some entries from above.
SMILES	Rac1 GTP hydrolysis	Siah-1 displacement	K1F lysis inhibition	AID2073	Large T inhibition	West Nile virus CPE	NTR1 agonist	NTR1 agonist cell count 20 µM	Dengue-2 NS5 capping	RSV CPE inhibition	others
C/C(=C\C(=O)c1ccccc1)Nc1ccc(Br)c(Cl)c1	11%	x	0.1%	x	x	x	1.8	51	-1%	0.1%
COc1ccc(S(=O)(=O)N2CCSC2c2ccc(N)cc2)cc1 (stereo not drawn)	8%	-3%	0.4%	5%	9%	0.2%	-0.2	49	-4%	-1.6%
O=S(=O)(NCCc1csc(-c2cccnc2)n1)c1ccc(Cl)s1	6%	3%	1.2%	2%	4%	-0.4%	3.7	88	-3%	-0.1%
CCNS(=O)(=O)c1ccc(NC(=O)Nc2cc(C)ccc2OC)cc1	7%	2%	-1.4%[50 µM]	1%	5%	0.2%	2.8	53	-7%	5.2%
